AID2073 – disruptors of CaV2.2 binding to Mint1 – biochemical, HTRF (AID 2073); HTRF protein-protein interaction, Mint1-CaV2.2; higher % means a stronger effect; one-dose inhibition, % at 20 µM; IC50 in µM for titrated hits; 0.19% of 290,000 active; in the data active = inhibition mostly above about 51%, no sharp cut-off; note: some results filed as inactive read as strong as hits
UTI89 phage lysis – protection from phage-mediated lysis, alamar blue read-out – E. coli UTI89, K1F phage, bacterial capsule biogenesis inhibitors (AID 488966). E. coli UTI89 K1F phage lysis, alamar blue, 2 h; higher % means a stronger effect. inhibition, % at 100 µM, or IC50 in µM where a hit was titrated. 0.02% of 340,000 active;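 active = phage lysis inhibition, versus mean bacterial control, above a set limit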;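 note: capsule biogenesis inhibitors block K1F phage lysis so surviving cells raise fluorescence; higher fluorescence means more inhibition of phage lysis; actives were called in the ten point dose series up to 300 µM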
NS5 inhibitors – Dengue-2 NS5 methyltransferase inhibitors, primary screen, biochemical, confirmation dose response (AID 588689); Dengue-2 NS5 methyltransferase capping enzyme assay, biochemical; higher % means a stronger effect; inhibition, % at 25 µM; hits with a dose series show IC50 in µM; 0.3% of 340,000 active; in the data active = a potency from the dose series
GPR35 antagonists – GPR35 antagonists blocking zaprinast-driven arrestin recruitment, primary screen, imaging, U2OS, beta-arrestin-GFP, zaprinast agonist (AID 2058) | 0.052% of 290,000 active | one-dose inhibition, % at 10 µM; IC50 in µM for titrated hits | U2OS GPR35 beta-arrestin-GFP translocation imaging, zaprinast antagonism; higher % means a stronger effect;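 active = inhibition of at least 50% with at least 30 cells and total cytoplasm GFP at most 10,000,000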
LYP phosphatase – PTPN22 lymphoid phosphatase activity blockers – biochemical, fluorescence intensity, uHTS (AID 1779); recombinant LYP phosphatase, fluorescence intensity; higher % means a stronger effect; inhibition, % at 11.5 µM; hits with a dose series show IC50 in µM; 0.054% of 290,000 active; in the data active = inhibition above about 50%;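 note: plate controls were vehicle with enzyme for no effect and no enzyme for full effect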
NTR1 agonist – NTR1-driven beta-arrestin-GFP spot formation – imaging, U2OS cells, high content, primary screen (AID 493036) | P30989 | agonist mode | activation, % at 20 µM | 0.17% of 330,000 active;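 active = activation at or above 40% of the spot to cytoplasm intensity ratio, with at least 20 cells analyzed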;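 note: 0% = DMSO without peptide and 100% = 100 nM NTR1 peptide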
Target sequence (P30989 whole entry, looked up): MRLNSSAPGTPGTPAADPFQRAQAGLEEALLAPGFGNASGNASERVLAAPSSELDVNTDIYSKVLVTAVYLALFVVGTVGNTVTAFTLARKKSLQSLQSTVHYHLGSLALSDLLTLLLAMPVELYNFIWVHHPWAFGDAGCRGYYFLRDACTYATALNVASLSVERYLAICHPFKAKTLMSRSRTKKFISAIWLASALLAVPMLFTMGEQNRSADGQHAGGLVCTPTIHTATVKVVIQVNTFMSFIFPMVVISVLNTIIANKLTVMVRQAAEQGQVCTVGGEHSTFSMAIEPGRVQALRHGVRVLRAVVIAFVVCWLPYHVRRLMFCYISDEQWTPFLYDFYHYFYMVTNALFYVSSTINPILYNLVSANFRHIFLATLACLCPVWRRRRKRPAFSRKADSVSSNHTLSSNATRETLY
Autophagy HCS – autophagy modulation, high-content screen; MEF GFP-LC3 puncta imaging; test concentration mostly 10 µM; calls only at 10 µM (by protocol); 0.98% of 190,000 active; AID 463193;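 active = percentage of spot-positive cells more than 3 SD above its plate mean, without a fluorescence outlier flag or 80% toxicity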;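 note: spot-positive cell cutoff set from DMSO-treated cells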
WT yeast gro inh – growth inhibition of WT yeast, mitochondrial fusion screen; mitochondrial fusion phenotypic screen, WT strain; inhibition, % at 10 µM; 2.1% of 190,000 active; in the data active = inhibition above about 58%; tested in S. cerevisiae
RSV antiviral HEp-2 – RSV antiviral activity via CPE protection, HEp-2 cells, primary 10 µM value included (AID 2391); HEp-2 cells, RSV-induced CPE inhibition; higher % means a stronger effect; 0.13% of 310,000 active; one-dose CPE inhibition, % at 10 µM; IC50 in µM for titrated hits; in the data active = a potency from the dose series; note: strong numbers were not always called active
WT yeast gro inh mutant strain – recorded beside WT yeast gro inh, whose call it bears; inhibition, %; mitochondrial fusion phenotypic screen, mutant strain inhibition
Autophagy HCS cell loss 18 h – recorded beside Autophagy HCS, whose call it bears; toxicity, %; measured here: cell loss, nuclei count;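 cell loss after 18 h compound exposure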
NTR1 agonist cell count 20 µM – also measured in NTR1 agonist; calls as there; cell count; measured here: cell count, cytotoxicity flag
NS5 inhibitors pilot replicate – also measured in NS5 inhibitors; calls as there; inhibition, %; measured here: pilot screen replicate inhibition
The depositor's hits bear a star; i = inactive; / = no result given; [ ] = another dose, or the depositor's remark.

SMILES	AID2073	UTI89 phage lysis	NS5 inhibitors	GPR35 antagonists	LYP phosphatase	NTR1 agonist	NTR1 agonist cell count 20 µM	Autophagy HCS	Autophagy HCS cell loss 18 h	WT yeast gro inh	WT yeast gro inh mutant strain	RSV antiviral HEp-2	others
COc1cccc(CN2CCNC(=O)C2CC(=O)NCCc2cccc(C)n2)c1OC (centres undefined)	-2%	0.2%	-2%	3%	-4%	0.0	83	i	-21	-11	-6	1.6%
O=C(c1ccccc1)N1CCN(Cc2ccccc2C(F)(F)F)CC1	5%	0.1%	-11%	13%	-6%	1.3	34	i	14	-2	-4	3.0%
CC(=O)/C=C\c1ccccc1OC(=O)c1cc2ccccc2oc1=O	0%	0.7%	-8%	-12%	1%	3.1	77	/	/	/	/	0.1%
CCOC(=O)N1CCN(CCC(=O)Nc2ccccc2OC)CC1	1%	2.0%	6%	-8%	-4%	-0.9	89	i	4	10	10	1.2%
COc1ccc(NC(=O)c2ccc(COc3ccccc3)o2)cc1	-8%	0.0%	-1%	22%	-8%	-1.2	88	i	5	-5	17	0.9%
COc1ccc(C(=O)CSc2nnc(NC(=O)C3CC(=O)N(c4ccccc4C)C3)s2)cc1 (centres undefined)	23%	1.8%[50 µM]	-9%	-7%	8%	7.0	70	i	-2	-38	-8	1.4%
CC(=O)Nc1ccc(NC(=O)Nc2ccc(C)c(C)c2)cc1	5%	0.3%	-14%	7%	-8%	-1.5	75	i	37	-5	-14	2.3%
CSc1nc(C)c2c(n1)N(c1cccc(C)c1)CC2	-2%	1.2%	-6%	12%	-7%	8.1	48	i	-3	1	3	16%
Cc1ccc(S(=O)(=O)Nc2cccc(C(=O)Nc3cc(C)ccn3)c2)cc1	-4%	/	/	-1%	3%	/	/	i	16	10	19	/
O=S(=O)(Nc1ccc2c(c1)oc1ccccc12)N1CCCC1	10%	5.8%	-6%	2%	-3%	0.8	58	i	-12	-28	4	14%
Fc1ccc(C2=CC(c3cccs3)n3nnnc3N2)cc1 (centres undefined)	-8%	-1.8%	11%	-12%	-6%	1.3	60	/	/	/	/	4.5%
O=C(Cc1ccccc1[N+](=O)[O-])NCc1ccc(Cl)cc1Cl	4%	1.7%[50 µM]	0%	26%	-6%	0.8	84	i	11	12	1	1.9%
COc1ccccc1NC(=O)c1nn(C)cc1Br	1%	1.0%	-3%	-1%	-4%	0.3	40	i	5	-2	-3	3.8%
O=C(Nc1ccc2oc(-c3ccccc3)nc2c1)c1cccnc1	3%	-0.2%	7%	8%	-6%	3.5	65	i	9	27	31	14%
CN1C(=O)C(=O)/C(=C(/O)c2ccccc2)C1c1ccc(Br)cc1 (centres undefined)	-6%	0.0%	3%	-10%	-5%	0.9	83	/	/	/	/	1.0%	NS5 inhibitors pilot replicate=-0.6
CC1(C)CC(=O)C2=C(C1)OC(N)=C(C#N)C2Cc1ccccc1 (centres undefined)	18%	3.8%	-6%	8%	-5%	0.7	85	i	8	-4	4	0.9%
CCCCNC(=O)Nc1ccccc1Br	30%	2.2%[50 µM]	0%	-2%	-4%	0.9	81	i	5	-6	-10	9.4%
O=C1C(C=NCCCN2CCCC2=O)=C(O)c2ccccc21	22%	0.5%	3%	11%	1%	0.0	81	i	0	3	4	0.2%	NS5 inhibitors pilot replicate=-4.5
Fc1ccc(NC(=S)Nc2ccc(Cl)cc2)cc1	31%	0.6%	9%	-1%	5%	0.8	92	i	18	16	26	1.1%
c1coc(-c2nnc3n2C2(CCCC2)Cc2ccccc2-3)c1	-4%	2.3%	-5%	7%	-4%	5.6	73	i	-3	-7	-3	-0.7%
CCOc1ccccc1N(CC(=O)N1CCOCC1)S(=O)(=O)c1ccccc1	2%	0.9%	-1%	-3%	-8%	0.1	45	i	-1	-7	-1	1.2%
Cc1ccc2nc(NCC(N)=O)nc(-c3ccccc3)c2c1	31%	/	/	-1%	-10%	0.7	53	/	/	/	/	4.5%
COc1ccc(OC)c2[nH]c(=O)c(CCNC(=O)c3ccc(S(=O)(=O)N(C)C)cc3)cc12	-4%	0.7%	2%	15%	-6%	1.7	54	i	-2	5	6	0.6%
CC(C)OC(=O)C1C(=O)CC(C)(O)C(C(=O)OC(C)C)C1c1cccnc1 (centres undefined)	12%	1.2%	-1%	11%	0%	5.8	82	i	18	1	7	5.8%
COc1cccc(C(=O)O/N=C(\N)CS(=O)(=O)c2ccccc2)c1	0%	1.0%[50 µM]	-6%	8%	-11%	-0.5	70	/	/	/	/	1.8%
O=C(CNS(=O)(=O)c1c(Cl)cccc1Cl)OCc1csc(-c2ccccc2)n1	-6%	-0.1%	-4%	-9%	-2%	0.6	48	i	-3	20	6	0.1%
CCC1CCCCN1CCCNC(=O)C1CCC(=O)N1Cc1ccc(C)cc1 (centres undefined)	4%	0.3%	2%	3%	-8%	-0.5	45	i	-15	5	-5	1.2%
C#CCOCCOCCOCCNc1nc(N2CCN(C(=O)Cn3cc(CC(C)O)nn3)CC2)nc(N2CCN(C(=O)[C@H](C)n3cc(CCCN=C(N)N)nn3)CC2)n1 (some centres undefined)	0%	/	/	-9%	-4%	5.8	56	i	19	-8	2	2.4%
Cc1ccc(O)c(C=Nc2cc(C)ccc2O)c1	10%	2.1%[50 µM]	3%	-2%	-7%	-0.3	51	i	11	-3	-1	0.7%
COC(=O)c1cc(NS(=O)(=O)c2ccc3c(c2)CCC(=O)N3)cc(C(=O)OC)c1	13%	3.6%	-4%	-3%	0%	1.3	87	i	-6	5	2	0.0%
Nc1cc(Cl)ccc1C(=O)OCC(=O)NC1CCCCC1	10%	0.5%	-7%	-1%	-2%	2.8	40	i	6	-7	12	4.4%
Cc1sc2c(=O)n3c(nc2c1C(=O)NCCCN1CCOCC1)CCCCC3	-8%	1.1%	-2%	-10%	-3%	-1.0	44	i	5	6	17	-1.3%
CCn1c(CNc2ccc(OC)cc2)nnc1SCC(=O)Nc1ccc(F)cc1	-2%	-0.6%	-2%	2%	2%	-1.0	84	i	-4	-7	-2	1.9%
CCc1noc(C)c1C(=O)Nc1ncc(C)s1	9%	-2.6%	-9%	18%	-3%	1.5	48	i	-6	12	23	0.5%
O=C(NC(=S)NC1CCCCC1)c1ccc(F)cc1	5%	-0.7%[50 µM]	8%	-6%	-6%	1.7	53	/	/	/	/	5.3%
CCCCN(CC)CCCNC(=O)c1ccc(CS(=O)(=O)c2c(Cl)cccc2Cl)o1	-1%	-0.1%	-4%	3%	-4%	-1.6	81	/	/	/	/	0.2%
COc1ccc(-c2cn3c(C)c(C(=O)NCCN4CCOCC4)sc3n2)cc1	-15%	0.2%	4%	-6%	-3%	-2.3	76	i	-2	-1	27	0.2%
CCC1(CC)C(=O)C2=C3C1[C@H](C(=O)OC)C=C(C(=O)OC)C[C@H]3n1c(=O)n(C)c(=O)n1[C@H]2C (some centres undefined)	/	0.2%	-7%	/	/	-0.9	88	/	/	/	/	2.3%
CCOC(=O)Cc1csc(NC(=O)COc2cccc(C)c2)n1	-12%	0.1%	-9%	-2%	-7%	0.0	31	i	24	3	-18	0.5%
O=c1cc(-c2ccccc2Cl)oc2c(NS(=O)(=O)c3ccccc3C(F)(F)F)ccc(O)c12	0%	-0.9%	-6%	0%	1%	3.0	59	/	/	/	/	34%

6 structures from above, sorted by number of heavy atoms, lowest first.
SMILES	AID2073	UTI89 phage lysis	NS5 inhibitors	GPR35 antagonists	LYP phosphatase	NTR1 agonist	NTR1 agonist cell count 20 µM	Autophagy HCS	Autophagy HCS cell loss 18 h	WT yeast gro inh	WT yeast gro inh mutant strain	RSV antiviral HEp-2	others
CCc1noc(C)c1C(=O)Nc1ncc(C)s1	9%	-2.6%	-9%	18%	-3%	1.5	48	i	-6	12	23	0.5%
Nc1cc(Cl)ccc1C(=O)OCC(=O)NC1CCCCC1	10%	0.5%	-7%	-1%	-2%	2.8	40	i	6	-7	12	4.4%
CC(C)OC(=O)C1C(=O)CC(C)(O)C(C(=O)OC(C)C)C1c1cccnc1 (centres undefined)	12%	1.2%	-1%	11%	0%	5.8	82	i	18	1	7	5.8%
Cc1sc2c(=O)n3c(nc2c1C(=O)NCCCN1CCOCC1)CCCCC3	-8%	1.1%	-2%	-10%	-3%	-1.0	44	i	5	6	17	-1.3%
CCn1c(CNc2ccc(OC)cc2)nnc1SCC(=O)Nc1ccc(F)cc1	-2%	-0.6%	-2%	2%	2%	-1.0	84	i	-4	-7	-2	1.9%
CCCCN(CC)CCCNC(=O)c1ccc(CS(=O)(=O)c2c(Cl)cccc2Cl)o1	-1%	-0.1%	-4%	3%	-4%	-1.6	81	/	/	/	/	0.2%

(continued)
SMILES	AID2073	UTI89 phage lysis	NS5 inhibitors	GPR35 antagonists	LYP phosphatase	NTR1 agonist	NTR1 agonist cell count 20 µM	Autophagy HCS	Autophagy HCS cell loss 18 h	WT yeast gro inh	WT yeast gro inh mutant strain	RSV antiviral HEp-2	others
O=C1COc2ccc(C(=O)COC(=O)c3ccco3)cc2N1	-5%	-0.2%	-4%	6%	-5%	0.9	57	/	/	/	/	0.2%
COc1cc(C)nc(N2CCCC(C(=O)Nc3ccccc3Br)C2)n1 (centres undefined)	-6%	0.1%	-2%	-6%	-7%	-0.3	80	i	-18	-13	-6	-0.4%
Cc1cc([N+](=O)[O-])ccc1NC(=O)Cc1ccc(F)cc1	0%	-3.9%	-4%	-5%	0%	-0.3	35	i	7	5	-4	0.6%
COc1cc(OC)cc(N(C(=O)CNC(=O)c2cccs2)C(C(=O)NCC2CCCO2)c2ccc(OC)c(OC)c2)c1 (centres undefined)	-3%	0.0%	/	7%	-6%	4.6	101	i	7	0	-8	0.0%
COc1cccc(CN(C)C(=O)c2cc(S(=O)(=O)N3CCN(c4ccccc4)CC3)ccc2Cl)c1	7%	0.8%[50 µM]	-6%	-12%	-8%	3.5	59	/	/	/	/	4.2%
COc1ccc(NC(=O)/C=C/c2ccccc2[N+](=O)[O-])c(OC)c1	2%	3.0%	-1%	18%	-2%	-0.3	66	i	1	10	4	3.6%
O=C(/C=C/c1ccccc1)C1C(=O)c2ccccc2C1=O	-1%	-1.8%	-1%	-1%	-1%	0.1	66	i	-18	16	-1	1.6%
CCOC(=O)C1(CCOc2ccccc2)CCN(Cc2cnc(C)[nH]2)CC1	11%	1.4%	0%	47%	-4%	-0.5	62	i	13	4	13	-1.1%
CC1CCCN(S(=O)(=O)c2ccc(CN3C(=O)c4cccnc4C3=O)cc2)C1 (centres undefined)	5%	0.4%	-8%	12%	5%	1.3	67	/	/	/	/	4.8%
CCN1CCCC1CNCc1cccc(OC)c1OCc1ccc(F)cc1 (centres undefined)	17%	9.1%	-2%	4%	-12%	1.6	28	i	0	-3	-3	-0.4%
Cc1ccc(OCc2cc(C(=O)NCc3ccc(OC(F)(F)F)cc3)no2)cn1	-1%	0.4%	1%	1%	-7%	-0.7	69	/	/	/	/	-0.5%
COC(=O)C1Sc2[nH]c(=O)sc2C(c2ccc(Cl)cc2)C1C(=O)OC (centres undefined)	6%	1.0%	-4%	-12%	-4%	-0.8	54	i	8	6	-7	1.6%
C=CCOc1c(Br)cc(/C=C2\SC(=Nc3ccccc3)NC2=O)cc1OC	14%	-0.2%	-19%	8%	-5%	12	54	/	/	/	/	11%	NS5 inhibitors pilot replicate=-0.3
